APE1 inh: qHTS Assay for Inhibitors of the Human Apurinic/apyrimidinic Endonuclease 1 (APE1) | DNA repair nuclease/redox regulator APEX1 (Homo sapiens), P27695 | recombinant APE1, TAMRA/BHQ-2 abasic DNA cleavage fluorescence | Potency, µM (top dose mostly 65.8 µM), without a hit: top-dose activity change, negative = inhibition, actives largely listed as inhibitors | 350,000 tested, 0.35% active | AID 2517, 2012;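 also: potency is read from the fitted curve at half-maximal effect; plate controls were vehicle for no effect and reference inhibitor for full effect; nearly all actives have a fitted effect of over 55% in size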
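Kinetic fluorescence read (525 ex/598 em nm, three reads 60 s apart) of AP-site incision; signal = third minus first read. Enzyme 0.75 nM, dual-labelled THF duplex 50 nM, compound preincubation 15 min RT.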
ERG-DNA inh: qHTS for Small Molecule Inhibitors of the ERG Ets/DNA interaction; fluorescence polarization, His-ERG Ets domain / labelled DNA; Potency, µM (series often up to 76.9 µM), for the others: at the highest dose FP activity, negative = inhibition, actives largely listed as inhibitors; 370,000 tested, 0.028% active; AID 624246, 2012; active = well fitted inhibition curve with a large enough effect in the polarisation, with a control signal flat; inconclusive = small, poorly fitted or top-dose-only effect, or effect the other way, or a change in a side signal; inactive = no such curve, though single readings can be large or run the other way; the % refers to the polarisation;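 also: polarization taken with two DNA probes labelled with fluorescein and Texas red; potency is read from the fitted curve at half-maximal effect; % of control where 0% means no effect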
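His-tagged ERG Ets domain (1 uM in the protein solution; 300mM KCl, 50mM Tris-HCl, 1mM EDTA, 1mM DTT, pH 7.5) received compound, then a probe mix of 5 nM fluorescein-DNA and 100nM Texas-615-DNA. Fluorescence polarization was read for both dyes.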
RGS4 inh: Inhibitors of Regulator of G Protein Signaling (RGS) 4: qHTS. Regulator of G-protein signaling 4 (Homo sapiens), P49798. Transcreener GDP fluorescence polarization, RGS4-accelerated GTP hydrolysis. Potency, µM (top dose mostly 114 µM), for inactives: at the top dose activity change, negative = inhibition, usual class: inhibitors. 390,000 tested, 0.039% active; also: potency is read from the fitted curve at half-maximal effect; % is scaled to controls: 0 for no effect and ±100 for the full control effect; nearly all actives have a fitted effect of over 75% in size; some results filed as inactive show a strong effect at the top dose
Target sequence (P49798 whole entry, looked up): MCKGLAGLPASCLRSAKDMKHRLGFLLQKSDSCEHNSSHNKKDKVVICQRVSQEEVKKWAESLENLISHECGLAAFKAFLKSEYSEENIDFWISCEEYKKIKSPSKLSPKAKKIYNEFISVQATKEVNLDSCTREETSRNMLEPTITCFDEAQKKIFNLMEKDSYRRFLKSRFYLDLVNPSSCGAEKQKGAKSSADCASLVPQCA
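MLSMR compounds (23 nl, pin-transferred) preincubated 10 min at room temperature with a 500nM (2x) first reagent, then RGS4 at 900nM (2x) plus Transcreener GDP mix added; fluorescence polarization (620/688 nm) read before and after 90 min at 30 °C.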
POLH inh: qHTS for Inhibitors of Polymerase Eta | DNA polymerase eta (Homo sapiens), Q9Y253 | recombinant Pol eta, fluorescent DNA replication assay | 390,000 tested, 1.2% active | Potency, µM (series often up to 114 µM), for inactives: at the highest dose activity change, negative = inhibition, hits mostly inhibitors; also: potency is read from the fitted curve at half-maximal effect; % is scaled to controls: 0 for no effect and ±100 for the full control effect
Target sequence (Q9Y253 whole entry, looked up): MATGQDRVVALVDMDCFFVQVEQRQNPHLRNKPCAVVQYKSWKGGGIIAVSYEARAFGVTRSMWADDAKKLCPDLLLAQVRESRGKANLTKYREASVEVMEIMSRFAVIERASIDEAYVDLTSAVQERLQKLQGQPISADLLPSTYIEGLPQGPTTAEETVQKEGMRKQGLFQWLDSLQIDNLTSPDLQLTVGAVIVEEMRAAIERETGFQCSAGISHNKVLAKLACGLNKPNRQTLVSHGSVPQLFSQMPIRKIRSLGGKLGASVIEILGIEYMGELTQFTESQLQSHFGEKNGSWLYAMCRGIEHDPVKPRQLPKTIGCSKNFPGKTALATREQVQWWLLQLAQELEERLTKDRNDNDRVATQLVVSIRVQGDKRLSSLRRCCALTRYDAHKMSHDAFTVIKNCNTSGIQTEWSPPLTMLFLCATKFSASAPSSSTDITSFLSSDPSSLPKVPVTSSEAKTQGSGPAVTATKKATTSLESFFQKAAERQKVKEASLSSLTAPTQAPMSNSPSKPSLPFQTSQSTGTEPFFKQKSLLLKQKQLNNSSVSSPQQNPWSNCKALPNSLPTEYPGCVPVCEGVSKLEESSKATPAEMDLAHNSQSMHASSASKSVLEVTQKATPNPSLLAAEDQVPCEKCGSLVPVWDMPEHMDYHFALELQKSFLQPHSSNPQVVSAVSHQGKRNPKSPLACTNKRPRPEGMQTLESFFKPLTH
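Fluorescent replication assay: 50 nM final substrate added after a 15 min room-temperature compound preincubation with 10 nM enzyme. Signal taken at 0 min and again at 10 min.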
POLK inh: qHTS for Inhibitors of Polymerase Kappa. DNA polymerase kappa (Homo sapiens), Q9UBT6. purified Pol kappa, fluorescent DNA synthesis assay, 10 min. Potency, µM (titrated, usually from 107 µM), for the others: top-dose activity, negative = inhibition, actives largely listed as inhibitors. 400,000 tested, 0.53% active; also: potency is read from the fitted curve at half-maximal effect; % is scaled to controls: 0 for no effect and ±100 for the full control effect
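50 nM final substrate added after 15 min RT preincubation of 10 nM Pol kappa with compound; fluorescence read at 0 and 10 min.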
Pol beta inh: qHTS Assay for Inhibitors of DNA Polymerase Beta. P06746. Pol beta primer extension/strand displacement, fluorescence kinetic. Potency, µM (series often up to 114 µM), inactives show at the top dose activity change, negative = inhibition, hits mostly inhibitors. 340,000 tested, 1.3% active. AID 485314, 2010; also: potency is read from the fitted curve at half-maximal effect; % is scaled to controls: 0 for no effect and ±100 for the full control effect
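Values derive from four-parameter Hill fits of normalized kinetic data: reads at 0 and 10 min following addition of 50 nM substrate to 10 nM Pol beta preincubated 15 min with compound.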
LDHA block: qHTS assay for inhibitors of human lactate dehydrogenase. AID 1347041, 2019. L-lactate dehydrogenase A chain (Homo sapiens), P00338. activity change, % (values are at about 110 or 230 µM). purified LDHA, NADH/diaphorase-resazurin fluorescence; active compounds read low. 480,000 tested, 0.15% active; in the data active = activity change below about -30%; inconclusive = mostly about -25% to -30%;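 also: plate controls were DMSO wells for no effect and wells without enzyme for full effect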
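Remaining NADH was detected by diaphorase (0.133 mg/mL) converting 37 µM resazurin to fluorescent resorufin, read at 0 and 20 minutes. The preceding 5-minute room-temperature reaction used 2 nM LDHA, 0.2 mM sodium pyruvate and 0.06 mM NADH at pH 7.4.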
Anesthetic bind: qHTS Assay for Identification of Novel General Anesthetics | Potency, µM (series often up to 77.5 µM), without a hit: at the highest dose activity change, negative = displacement, hits mostly inhibitors | 350,000 tested, 0.074% active | apoferritin/1-aminoanthracene competitive binding, fluorescence | Ferritin light chain (Equus caballus), P02791; also: potency is read from the fitted curve at half-maximal effect; % is scaled to controls: 0 for no effect and ±100 for the full control effect; nearly all actives have a fitted effect of over 20% in size
Target sequence (P02791 2-175 limits assumed): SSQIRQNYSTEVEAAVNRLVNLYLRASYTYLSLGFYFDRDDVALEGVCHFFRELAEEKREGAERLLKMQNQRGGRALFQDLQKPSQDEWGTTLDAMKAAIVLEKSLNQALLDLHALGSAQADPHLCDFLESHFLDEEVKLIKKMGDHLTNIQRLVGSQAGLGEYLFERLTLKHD
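Steps: apoferritin (10 uM) was premixed with half-saturated 1-AMA in PBS, compounds were pin-transferred, plates stood 10 min at room temperature, fluorescence was read at 380/535 nm, and curves were fitted with a Hill equation.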
12-LOX inh: Primary qHTS assay for inhibitors of human arachidonate 12S-lipoxygenase (ALOX12): Round 2; Polyunsaturated fatty acid lipoxygenase ALOX12 (Homo sapiens), P18054; purified 12hLO, xylenol orange hydroperoxide absorbance; Potency, µM (top dose mostly 108 µM), for inactives: at the top dose activity change, negative = inhibition, actives largely listed as inhibitors; 580,000 tested, 1.1% active; also: potency is read from the fitted curve at half-maximal effect; % is scaled to controls: 0 for no effect and ±100 for the full control effect
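Hydroperoxide product was detected by ferrous iron/xylenol orange as the 573 to 405 nm absorbance ratio. Arachidonic acid at 40 uM (final) was turned over for 30 min at room temperature by 150 nM human 12hLO, pH 7.0 Hepes buffer, after 15 min compound preincubation.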
An asterisk follows results filed as active; ? = inconclusive; . = no result given; & = joins results of further samples; [ ] = another dose, or the depositor's remark. Unless noted, calls follow the shape of the dose curve; as a rule, active = well fitted curve in the direction sought with a large enough effect; inconclusive = small, poorly fitted or top-dose-only effect, or another doubt; inactive = no such curve, though single readings can be large; an effect the other way counts as inactive or inconclusive. Only part of the results is shown (hit frequency here may not be typical).

SMILES	APE1 inh	ERG-DNA inh	RGS4 inh	POLH inh	POLK inh	Pol beta inh	LDHA block	Anesthetic bind	12-LOX inh
O=C(CC12CC3CC(CC(C3)C1)C2)NC(=S)N1CCCCC1	23%	-2%	-28%	-3%	-13%	9%	-2	-19%	?
CC(=O)Nc1ccc(N2N=C(C)C(N=Nc3ccccc3)C2=O)cc1 (centres undefined)	2%	-2%	-3%	-1%	10%	9%	0	-5%	-12%
O=C(/C=C/c1ccc([N+](=O)[O-])s1)N1CCN(c2ccccc2)CC1	-6%	-5%	-28%	-8%	-5%	45%	1	-8%	2%
CCN1CCN(CCCNC(=O)CCCn2nc(C)c3sc4ccccc4c3c2=O)CC1	23%	5%	18%	6%	7%	26%	-4	-4%	-1%
COc1ccc(-c2cccc(NS(=O)(=O)c3cc(C)ccc3OC)c2)nn1	.	5%	21%	-9%	-8%[60.1 µM]	5%	-6	46%[activator]	-17%
CCC(CC)C(=O)c1c[nH]c(C(=O)N2CCN(c3ccccc3F)CC2)c1	-4%	0%	-9%	-19%	-3%	0%	-2	-2%	-5%
CCOc1cccc2sc(=NC(=O)c3ccc(S(=O)(=O)N4CCOCC4)cc3)n(C)c12	13%	-5%&2%	16%&4%	-18%&1%	-17%&-7%	4%&20%	2&-2	0%&-15%	3%&18%
CCCn1c(=N)c(C(=O)NCC2CCCO2)cc2c(=O)n3cccc(C)c3nc21 (centres undefined)	0%	-15%	7%[11.4 µM]	-6%	-14%	-6%	-2	95%[activator]	16%
Cc1ccc2nc(C)/c(=N\O)c(C)nc2c1	-4%	-4%	4%	-1%	-11%	7%	1	-13%	-16%
C/C=C1\C(OC2OC(CO)C(O)C(O)C2O)OC=C(C(=O)OC)C1CC(=O)OCC1C(C)C(OC(=O)CC2C(C(=O)OC)=COC(OC3OC(CO)C(O)C(O)C3O)/C2=C\C)CC1C(CO)CO (centres undefined)	?	-1%	13%	?	79µM*	25µM*	7	-6%	-20%
Cc1cccc(-n2ncc3c(NCc4ccccn4)ncnc32)c1	-4%	-2%	-11%	-2%	-17%	27%	-2	-20%	0%
O=C(c1cccs1)N1CCCC(c2nc3c(nnn3Cc3ccccc3Cl)c(=O)[nH]2)C1 (centres undefined)	11%	2%	33%	-9%	-5%	-3%	-9	-9%	?
CCOc1ccc(NC(=O)Cn2cc(C(=O)c3ccc(C)c(C)c3)c(=O)c3cc4c(cc32)OCCO4)cc1	.	-4%	-5%	-5%	-13%	15%	-2	-8%	-20%
Cc1ccc(C(=O)c2c(NC(=O)c3cccnc3)sc3c2CCCC3)cc1	-1%	2%	-15%	-21%	-10%	13%	5	?	?
Cc1ccccc1C(=O)N1N=C(c2cccc(NS(C)(=O)=O)c2)CC1c1cccs1 (centres undefined)	7%	8%	25%	-11%	-17%	1%	0	1%	14%
O=C(OCc1cc([N+](=O)[O-])cc2c1OCOC2)c1ccccn1	-7%	-4%	12%[56.9 µM]	-6%	-23%	-15%	-5	-9%	-13%
CC1CCCN(C(=O)C2CCN(S(=O)(=O)c3ccc4c(c3)CC(C)N4C(=O)C3CC3)CC2)C1 (centres undefined)	39%	19%	-19%	-5%	-4%	0%	-2	-23%	-1%
COc1nc(Nc2ccc(C(C)C)cc2)nc(OC)n1	-3%	0%	-7%	-6%	-2%	-14%	3	-18%	-25%
CCCCCN(C(=O)CCC(=O)OCC(=O)N1CCC(C)CC1)c1c(N)n(CCCC)c(=O)[nH]c1=O	40%	-8%	2%	-11%	-4%	.	-6	.	-14%
COc1ccc(CNc2ncc(-c3ccc(F)cc3)n2C)cc1OC	2%	5%	11%	-5%	-6%	29%	-16	-10%	?
CCn1c(COc2cccc(OC)c2)nnc1SCC(=O)Nc1ccccc1C(=O)OC	-2%	-1%	-8%	-22%	-6%	-3%	-3	?	-7%
CCOC(=O)C(=O)NC1CC=CCC1c1ccc2c(c1)OCO2 (centres undefined)	.	-2%	0%	-14%	1%	.	-3	.	?
COCCCNC(=O)/C(C#N)=C/c1c(N2CCN(c3ccc(OC)cc3)CC2)nc2c(C)cccn2c1=O	44%[activator]	2%	-2%	-21%	-2%	0%	-5	?	0%
CCc1nnc(NC(=O)c2cc(S(=O)(=O)N3CCOCC3)ccc2N2CCCCC2)s1	-3%	3%	29%	-12%	-18%	8%	-10	-11%	-16%
CCN(CC)c1ccc(NC(=O)COC(=O)COc2ccccc2[N+](=O)[O-])cc1	-6%	-13%	?	-14%	-9%	?	12	-16%	-22%
CC1CCN(C(=O)c2[nH]cnc2C(=O)N2CCN(C(=O)OC(C)(C)C)CC2)CC1	-10%	0%	-11%	-12%	-17%	.	-6	.	-6%
Cc1sc(N)nc1-c1cccs1	-1%	-3%	-21%[56.9 µM]	2%	-4%	6%	-6	-14%	0%
CCNC(=O)c1nn(-c2ccccc2C)nc1CO	.	-3%	-9%	-18%	1%	29%	3	-9%	-13%
CC(C)Cn1c(-c2cccc(Br)c2)nc2ccccc21	.	4%	9%	-17%	-1%	26%	-3	0%	?
COc1ccc(N=Nc2c(C)[nH]c3ccccc23)cc1	.	6%	-41%	-9%	-15%	.	18	.	?
Cc1cc(C)c2nc(N3CCN(C(=O)c4ccco4)CC3)sc2c1	42%	4%	-6%	-27%	-9%	.	-2	.	-34%
CC(C)OCCCNC(=O)c1cc2c(s1)CS(=O)(=O)C2	-3%	.	-7%	9%	-1%[60.1 µM]	3%	-4	-10%	0%
N#Cc1cc2c(nc1SCC(=O)O)CCCCC2	-5%	12%	-1%	-9%	16%	23%	-1	-6%	-5%
COc1ccc(-n2ncc3c(NCCCN4CCOCC4)ncnc32)cc1	0%	-7%	6%	-4%	-1%	-2%	-4	6%	0%
CCc1sc(N2C(=O)C3C4CCC(C4=C(C)C)C3C2=O)nc1-c1ccccc1 (centres undefined)	-2%	13%	-14%	-11%	-5%	0%	-4	65%[activator]	21%
Cc1ccc(C)n1N1C(=O)/C(=C\c2ccc(Cl)cc2)SC1=S	-3%	-5%	-22%	-6%	-24%	12%	1	-11%	-25%
Cc1cc(Nc2ccc([N+](=O)[O-])cc2)c2ccccc2n1	-10%	8%	-12%	-12%	8%	?	1	-9%	0%
NC(=O)C1(N2CCCCC2)CCN(C(=S)Nc2ccccc2)CC1	1%	-6%	-23%	-19%	-2%	-1%	5	13%	11%
O=C(c1cccc(S(=O)(=O)N2CCOCC2)c1)N1CCN(S(=O)(=O)c2cccc([N+](=O)[O-])c2)CC1	-10%	1%	5%	-11%	-4%	.	4	.	2%
c1ccc(Cn2c(CNc3nc4ccccc4n3CCN3CCOCC3)nc3ccccc32)cc1	12%	3%	14%	-17%	-1%	8%	11	-23%	26%
COc1ccc(Cn2c(C)cc3c(c2=O)C(c2cccs2)C(C#N)=C(N)O3)cc1OC (centres undefined)	-1%	-6%	-18%	-3%	-5%	2%	-1	-9%	0%
CC1CCCN(c2nc3c(-c4ccc(Cl)cc4)nnn3c3ccccc23)C1 (centres undefined)	.	1%	31%	-13%	-3%	5%	-4	0%	-5%
CC1(C)C2CCC1(C)C(NC1=NCCC1)C2 (centres undefined)	-6%	5%	36%	-6%	-8%	-14%	-4	-2%	0%
COc1cn(CC(=O)Nc2cc(C)ccc2C)c(CN2CCCCC2)cc1=O	.	-1%	17%	-6%	-15%[60.1 µM]	1%	-4	35%[activator]	-22%
CC(Oc1ccc(Cl)cc1Cl)C(=O)NC1CCSC1=O (centres undefined)	1%	-14%	17%	-9%	-12%	-3%	9	-11%	-2%
COc1ccc(NC(=O)C(NC(=O)c2ccc(=O)[nH]c2)c2ccccc2)cc1 (centres undefined)	-3%	-3%	-15%	-14%	1%	-9%	-8	0%	2%
CCc1nnc(NC(=O)CSCc2cc(=O)n3ccsc3n2)s1	7%	5%	20%	5%	-5%	23%	-10	-1%	-2%
CCCN(CC(=O)Nc1ccccc1C)C(=O)c1ccc(OCc2c(C)noc2C)cc1	-3%	-3%	-17%	-8%	-14%	.	-5	.	-5%
Cc1cc([N+](=O)[O-])nn1Cc1noc(C(=O)NCCCn2ccnc2)n1	-6%[12.4 µM]	4%	-24%	-14%	-4%	61%	0	1%	-14%
NC(=O)c1ccsc1NC(=O)COC(=O)C1CCCN1C(=O)c1cccs1 (centres undefined)	-9%	0%	1%[11.4 µM]	?	-27%	?	-8	?	0%

Quoted at random: 2 records from the list.
SMILES	APE1 inh	ERG-DNA inh	RGS4 inh	POLH inh	POLK inh	Pol beta inh	LDHA block	Anesthetic bind	12-LOX inh
CCCN(CC(=O)Nc1ccccc1C)C(=O)c1ccc(OCc2c(C)noc2C)cc1	-3%	-3%	-17%	-8%	-14%	.	-5	.	-5%
CC(Oc1ccc(Cl)cc1Cl)C(=O)NC1CCSC1=O (centres undefined)	1%	-14%	17%	-9%	-12%	-3%	9	-11%	-2%

Screens deposited in PubChem by National Center for Advancing Translational Sciences (NCATS).
